Bioassay records as filed in PubChem BioAssay.
Mito fusion yeast: blocks mitochondrial division or promotes mitochondrial fusion. S. cerevisiae fusion-defective mutant growth rescue, CellTiterGlo 48 h. actives 0.23% (n = 320,000). AID 485298. Potency, µM (titrated, usually from 46.1 µM), inactives show at the top dose growth rescue (activation), hits mostly activators;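 note: potency is the fitted concentration of half-maximal effect; % of control where 0% means no effect; nearly all actives have a fitted effect of over 45% in size; temperature-sensitive fusion mutants such as fzo1-1 at 37 °C on non-fermentable ethanol glycerol medium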
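Compounds are tested for their ability to restore growth of mitochondrial fusion-defective yeast strains at non-permissive 37C in YPEG medium over 48 hours. Viability is quantified by luciferase luminescence.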
a7 integrin act: activators of alpha7 integrin expression for muscular dystrophy; AID 624291; Potency, µM (doses to about 38.3 µM), without a hit: at the highest dose activation, most hits filed as activators; alpha7betagal myoblasts, beta-gal FDG fluorescence, 48 h; actives 0.064% (n = 350,000);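 note: potency is the fitted concentration of half-maximal effect; 100% = response of the positive control SU9516; nearly all actives have a fitted effect of over 60% in size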
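alpha7betagal+/- myoblasts (passage 13, 250/well) treated 48 h at 37C with compounds at 1:260 dilution of DMSO stock. Lysed, then beta-galactosidase activity read as FDG fluorescence (ex 480/em 540) after 30 min, with pre-read for autofluorescence.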
BCR signal inh: chronic active BCR signaling inhibition | actives 0.05% (n = 340,000) | ABC-DLBCL IkBa-CBG/CBR reporter, luminescence ratio, 4 h | Potency, µM (top dose mostly 46.1 µM), for the others: top-dose ratio change, negative = lower green/red ratio, hits mostly inhibitors; active = well fitted inhibition curve with a large enough effect in the signal ratio, with a control signal flat, not every such curve was filed as active; inconclusive = small, poorly fitted or top-dose-only effect, or effect the other way, or a change in a side signal; the % refers to the signal ratio;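 note: potency is the fitted concentration of half-maximal effect; plate controls were basal doxycycline-induced cells for no effect and cells given 10 µM MG132 for full effect; MG132 reads +100%, hits lower the ratio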
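Doxycycline induced both beetle luciferases in TMD8 lymphoma cells; IKK-driven degradation limits the IkappaBalpha-fused green signal, while red luminescence normalises for cell number and nonspecific effects. Compounds tested up to 46 uM, 4 hrs.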
Tb PFK inh: blocks T. brucei phosphofructokinase; O15648; T. brucei PFK, ADP-Glo luminescence; Potency, µM (highest dose often 57.5 µM), for inactives: top-dose activity, negative = inhibition, hits mostly inhibitors; actives 0.17% (n = 330,000);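 note: potency is the fitted concentration of half-maximal effect; 0% = uninhibited 1x PFK enzyme wells and -100% = no-enzyme wells; nearly all actives have a fitted effect of over 60% in size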
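Compounds were pin-transferred as a titration series up to 57 uM into substrate buffer (0.5 mM F6P, 0.1 mM ATP, pH 8.0), then 1.25 nM PFK was added and reactions ran 45 min before ADP-Glo detection.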
ELG1 repair inh: inhibitors of ELG1-dependent DNA repair in HEK293T cells | Potency, µM (titrated, usually from 46.1 µM), without a hit: top-dose activity change, negative = inhibition, most hits filed as inhibitors | actives 2.3% (n = 330,000) | AID 504467 | HEK293T ELG1-luciferase reporter, luminescence, 16 h; DNA damage induced by 5-fluorouridine; note: potency is the fitted concentration of half-maximal effect; % is set by controls: 0 for no effect and ±100 for the full control effect; nearly all actives have a fitted effect of over 55% in size
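Quantitative HTS, concentration-response format. 2,000 cells/well co-treated with 5-fluorouridine and compound, 16 hr in 5% CO2 at 37 °C; ONE-Glo luminescence read after 30 min.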
TSHR antagonist: human thyrotropin receptor antagonism | TSHR-expressing cells, TSH-stimulated cAMP HTRF, 2 h; stronger effect = lower value | activity change, negative = inhibition, % at 11.5 µM | actives 0.2% (n = 330,000) | AID 504810;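 active = activity change below a set negative limit, meaning inhibition stronger than a set level, cut at about -70% in these data; inconclusive = activity change between two set negative limits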; note: % is set by controls: 0 for no effect and ±100 for the full control effect
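TSHR-expressing cells were treated with compounds, then stimulated with TSH at EC80 (4nM final) for 2 hours at 37 deg C. Cellular cAMP was measured by HTRF competition between lysate cAMP and cAMP-d2 for a cryptate-labelled anti-cAMP antibody.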
A-T KAP1 phos: candidate therapy for ataxia-telangiectasia. […] A-T fibroblasts, KAP-1 phosphorylation AlphaLISA; neocarzinostatin DNA damage 30 min before lysis. Potency, µM (highest dose often 57.5 µM), for the others: at the top dose activation, most hits filed as activators. actives 0.19% (n = 320,000). AID 485349; note: potency is the fitted concentration of half-maximal effect; % of control where 0% means no effect; nearly all actives have a fitted effect of over 45% in size
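hTERT-immortalized A-T patient fibroblasts ([…]), 500 cells/well in OPTI-MEM, 1% FBS, got compounds for 60 min, then NCS for 30 min at 37C. Lysates were then assayed for phospho-KAP-1 by AlphaLISA (anti-pKAP1 donor, anti-KAP1 acceptor beads), 6 hr at 25C.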
S-ASM inh: human S-ASM enzyme inhibition; actives 0.006% (n = 340,000); P17405; placental ASM, HMU-PC fluorogenic substrate, 60 min; Potency, µM (doses to about 57.5 µM), for the others: at the highest dose activity change, negative = inhibition, most hits filed as inhibitors; note: potency is the fitted concentration of half-maximal effect
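Fluorogenic HMU-PC substrate (9 uM final) is turned over by placental ASM in 60 min at 37 C after a 10 min compound preincubation. Reaction ended by alkaline stop (pH 10), with fluorescence read at 386/447 nm.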
TCR act: activates T cell receptor signaling | primary human leukocytes, anti-CD3, IL-2 HTRF, 48 h | Potency, µM (titrated, usually from 9.22 µM), for the others: top-dose activation of IL-2 secretion, actives largely listed as activators | 330,000 tested, under 10 active | AID 504894; note: % of control where 0% means no effect
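1) Mix primary human leukocytes, a-CD3 beads and compound. 2) Incubate 48 hr. 3) Add HTRF IL-2 reagents (a-IL-2-K, a-IL-2-d2).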
Eya2 inh: blocks the phosphatase activity of human Eya2; actives 0.006% (n = 330,000); recombinant Eya2, OMFP fluorescence dephosphorylation (OMFP is methylfluorescein phosphate); O00167; AID 488837; Potency, µM (doses to about 76.9 µM), for the others: at the highest dose activity, negative = inhibition, most hits filed as inhibitors; note: potency is the fitted concentration of half-maximal effect; % is set by controls: 0 for no effect and ±100 for the full control effect
Target sequence (O00167 whole entry, looked up): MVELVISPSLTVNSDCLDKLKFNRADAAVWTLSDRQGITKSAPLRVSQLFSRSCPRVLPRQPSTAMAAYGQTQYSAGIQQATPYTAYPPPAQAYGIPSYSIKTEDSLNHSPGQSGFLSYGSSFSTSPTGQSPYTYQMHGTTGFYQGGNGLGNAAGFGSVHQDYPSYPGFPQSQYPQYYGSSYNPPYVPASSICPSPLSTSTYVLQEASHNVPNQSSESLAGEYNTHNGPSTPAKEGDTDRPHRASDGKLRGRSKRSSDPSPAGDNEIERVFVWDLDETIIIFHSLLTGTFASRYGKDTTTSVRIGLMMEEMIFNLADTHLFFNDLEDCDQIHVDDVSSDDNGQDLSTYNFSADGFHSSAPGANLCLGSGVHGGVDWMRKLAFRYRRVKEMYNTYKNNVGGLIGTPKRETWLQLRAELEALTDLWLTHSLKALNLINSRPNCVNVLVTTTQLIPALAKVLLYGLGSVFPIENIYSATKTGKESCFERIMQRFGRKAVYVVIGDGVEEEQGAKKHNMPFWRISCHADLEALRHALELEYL
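Eya2 protein (added as 0.2 uM solution) was preincubated with compound for 10 min at ambient temperature in 50 mM HEPES pH 7.5, 50 mM NaCl, 5 uM MgCl2, 0.05% BSA, 1 mM DTT. OMFP (added at 50 uM) then reacted 10 min; fluorescence read at 485/525 nm.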
TSG101-PTAP inh: blocks PTAP/TSG101 interaction to inhibit HIV-1 budding | Fluorescence polarization, FITC-PTAP peptide / Tsg101 binding | 340,000 tested, under 10 active | AID 493005 | Q99816 | Potency, µM (top dose mostly 115 µM), inactives show at the top dose activity change, negative = inhibition, most hits filed as inhibitors; active = well fitted inhibition curve with a large enough effect in the main read-out, with a control signal flat, not every such curve was filed as active; inconclusive = small, poorly fitted or top-dose-only effect, or effect the other way, or a change in a side signal; inactive = no such curve, though single readings can be large or run the other way; note: potency is the fitted concentration of half-maximal effect; % of control where 0% means no effect
Target sequence (Q99816 whole entry, looked up): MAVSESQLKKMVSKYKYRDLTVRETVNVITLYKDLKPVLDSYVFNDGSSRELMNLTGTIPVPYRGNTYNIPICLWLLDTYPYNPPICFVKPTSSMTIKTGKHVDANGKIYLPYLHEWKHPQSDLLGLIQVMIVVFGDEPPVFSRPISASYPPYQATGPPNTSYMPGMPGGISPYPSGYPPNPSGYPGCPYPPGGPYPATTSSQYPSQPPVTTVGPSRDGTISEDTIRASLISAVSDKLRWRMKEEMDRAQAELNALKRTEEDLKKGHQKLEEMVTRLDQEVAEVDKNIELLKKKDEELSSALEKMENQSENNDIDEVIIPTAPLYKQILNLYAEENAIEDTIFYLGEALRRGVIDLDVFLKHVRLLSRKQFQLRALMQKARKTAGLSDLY
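Steps: Tsg101 binding domain dispensed (10 uM final), compounds pinned in DMSO, FITC-labeled PTAP-motif peptide added (50 nM final); after 20 min binding at room temperature, polarization measured.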
Numbers without * were called inactive; ? = inconclusive; . = no result given; [ ] = another dose, or the depositor's remark. Unless noted, calls come from the whole dose curve; as a rule, active = well fitted curve in the direction sought with a large enough effect; inconclusive = small, poorly fitted or top-dose-only effect, or another doubt; inactive = no such curve, though single readings can be large; an effect the other way counts as inactive or inconclusive.

# | Structure | Mito fusion yeast | a7 integrin act | BCR signal inh | Tb PFK inh | ELG1 repair inh | TSHR antagonist
1 | O=C(Nc1nnc(SCc2c(Cl)cccc2Cl)s1)C1CCCO1 (configuration not stated) | 0% | 26% | ? | 1% | 10% | 73
2 | CCC(=O)CC(c1ccc([N+](=O)[O-])cc1)c1c(O)c2ccccc2oc1=O (configuration not stated) | 3% | 0% | 3% | -7% | -12% | -12
3 | COc1ccc(C2=NCC(=S)Nc3ccc(Cl)cc32)cc1Cl | -1% | -23% | -3% | 4% | ? | 1
4 | CCOC(=O)C1CCCN(c2ccc([N+](=O)[O-])c3nonc23)C1 (configuration not stated) | -1% | -34% | ? | -2% | ? | -10
5 | N#CC(CCN1CCOCC1)(c1ccccc1)c1ccccc1 | 3% | -25% | 0% | -2% | 22% | 3
6 | CCn1c(O)c(/C(C)=N/N2CCCCC2c2cccnc2)c(=O)[nH]c1=S (configuration not stated) | -15% | 4% | -1% | 0% | ? | 4
7 | COc1ccc(F)cc1CN1CCN(C(=O)CCC(=O)Nc2nnc(CC(C)C)s2)CC1 | -1% | ? | -1% | -1% | -1% | ?
8 | NC(=O)Nc1ccc(C(=O)OCC(=O)Nc2ccc(Cl)cc2C(=O)c2ccccc2)cc1 | 3% | -16% | ? | 10% | 21µM* | -2
9 | CC(=NCc1cccnc1)c1c(O)n(Cc2ccccc2)c(=O)[nH]c1=O | 1% | ? | 0% | -10% | ? | 18
10 | CCNS(=O)(=O)c1ccc(NC(=O)Cn2cc([N+](=O)[O-])cn2)cc1 | -6% | -11% | 2% | 12µM* | ? | -9
11 | CCN(CC(=O)Nc1ccc(C#N)c(Cl)c1)CC(=O)NC1CCS(=O)(=O)C1 (configuration not stated) | 1% | 12% | -3% | 14% | 7% | 11
12 | CN1CCC(O)(c2ccccc2)C(C(=O)c2ccccc2)C1 (configuration not stated) | -6% | -39% | 6% | -6% | 15% | 0

# | A-T KAP1 phos | S-ASM inh | TCR act | Eya2 inh | TSG101-PTAP inh
1 | -1% | -3% | 5% | -2% | -6%
2 | -9% | 2% | -2% | -6% | 0%
3 | 6% | 6% | 3% | 5% | 1%
4 | 6% | -6% | 0% | ? | ?
5 | 10% | -1% | -3% | -3% | 1%
6 | -3% | 1% | 1%[46.1 µM] | 7% | -5%
7 | 17% | 18% | 2% | -1% | ?
8 | 1% | -3% | -6%[46.1 µM] | 1% | 1%
9 | -1% | 0% | 8%[46.1 µM] | -1% | -2%
10 | -1% | -4% | 1% | 3% | 1%
11 | -4% | -1% | 2% | -18% | -1%
12 | -16% | 0% | -3% | -1% | -4%

Two compounds drawn at random from the list so far:
# | Structure | Mito fusion yeast | a7 integrin act | BCR signal inh | Tb PFK inh | ELG1 repair inh | TSHR antagonist
1 | O=C(Nc1nnc(SCc2c(Cl)cccc2Cl)s1)C1CCCO1 (configuration not stated) | 0% | 26% | ? | 1% | 10% | 73
10 | CCNS(=O)(=O)c1ccc(NC(=O)Cn2cc([N+](=O)[O-])cn2)cc1 | -6% | -11% | 2% | 12µM* | ? | -9

# | A-T KAP1 phos | S-ASM inh | TCR act | Eya2 inh | TSG101-PTAP inh
1 | -1% | -3% | 5% | -2% | -6%
10 | -1% | -4% | 1% | 3% | 1%

The list continues:
# | Structure | Mito fusion yeast | a7 integrin act | BCR signal inh | Tb PFK inh | ELG1 repair inh | TSHR antagonist
13 | O=P1(Oc2ccccc2)C[C@@H](O)[C@@H](O)[C@H](COCc2ccccc2)O1 (some centres not stated) | -3% | 5% | 1% | 1% | 3% | -1
14 | CCn1c(O)c(C=Nc2ccc(N3CCOCC3)c(Br)c2)c(=O)n(CC)c1=S | -3% | 8% | -7% | -5% | -4% | 6
15 | NC(=O)c1cccc(-c2cccc(OC(=O)NC3CCCCC3)c2)c1 | -1% | -4% | -1% | 0% | ? | 3
16 | COc1ccc(C(=O)Nc2cc(Cl)ccc2C(=O)O)cc1 | 9% | ? | ? | 6% | ? | -21
17 | CC1=CC2/C=C(\C)CCC(O)C(O)/C=C/C(=O)C23C(=O)NC(CC(C)C)C3C1C (configuration not stated) | -6% | -21% | ? | -10% | ? | ?
18 | O=C(CCN1CCOCC1)Nc1ccc(Br)cc1C(=O)c1ccccc1 | 3% | -2% | ? | 3% | 3% | 56
19 | CSc1ccc(CN2CCN(c3ccccc3C)CC2)cc1 | -1% | -23% | -2% | -1% | -12% | 5
20 | Cc1ccc(S(=O)(=O)c2ccc([N+](=O)[O-])cn2)cc1 | -112%[inhibitor] | -76%[inhibitor] | ? | ? | -1% | -16
21 | O=c1c2ccccc2nc(CSc2ncnc3nc[nH]c23)n1-c1ccccc1Cl | 1% | 0% | ? | -3% | -18% | -2
22 | CCCNC(=O)C(Cc1ccc(C(F)(F)P(=O)(OCC)OCC)cc1)NC(=O)c1ccc(C#N)cc1 (configuration not stated) | . | 1% | ? | ? | 10% | 4
23 | C[C@H]1[C@H](OC(=O)CCC(=O)NCc2ccc(C(=O)O)cc2)O[C@@H]2O[C@@]3(C)CC[C@H]4[C@H](C)CC[C@@H]1C24OO3 | 21% | -61%[inhibitor] | -4% | 0% | ? | -6
24 | O=C1N(c2ccc(Cl)cc2)C(c2cccnc2)N2CCCN12 (configuration not stated) | 3% | 7% | ? | 1% | ? | 2

# | A-T KAP1 phos | S-ASM inh | TCR act | Eya2 inh | TSG101-PTAP inh
13 | -24% | 1% | -5% | -4% | 0%
14 | 3% | 2% | -3% | 14% | -5%
15 | 1% | 0% | 2% | 12% | -4%
16 | 1% | 27% | . | -7% | -4%
17 | 20% | 5% | 3% | -6% | -2%
18 | 4% | -3% | 0% | -2% | -11%
19 | ? | -1% | . | -9% | 3%
20 | 1% | -4% | -1% | -10% | -5%
21 | . | 4% | 1%[46.1 µM] | 0% | -2%
22 | 6% | -2% | 7% | -9% | -3%
23 | -12% | -2% | 0% | -8% | -7%
24 | -4% | 0% | 3% | 17% | -3%

More records:
# | Structure | Mito fusion yeast | a7 integrin act | BCR signal inh | Tb PFK inh | ELG1 repair inh | TSHR antagonist
25 | Nc1cnn(-c2ccccc2)c(=O)c1Cl | 2% | 3% | -4% | 0% | -15% | -6
26 | N#Cc1cc(F)c(N2CCNCC2)cc1Cl | -4% | 3% | 0% | -3% | -3% | -11
27 | CC(=O)NC1C(OC(=O)Cc2ccccc2)OC(COC(C)=O)C(OC(C)=O)C1OC(C)=O (configuration not stated) | 1% | -23% | 1% | -5% | 7% | 8
28 | COc1cc(OC)c(OC)cc1CNC(C)C(O)c1ccccc1 (configuration not stated) | 2% | 2% | ? | 2% | -11% | 9
29 | C/C(=N\N1CCCCC1)c1c(O)[nH]c(=O)[nH]c1=O | 6% | ? | ? | 0% | ? | 7
30 | CCN(CC)P(=S)(c1c(C)nc2ccccn12)c1c(C)nc2ccccn12 | -2% | -32% | 0% | -13% | -14% | -1
31 | O=C(CCc1ccccc1)N1C[C@H]2C[C@@H](C1)c1cccc(=O)n1C2 | -2% | -12% | -6% | 1% | 8% | 0
32 | Nc1ccccc1C(=O)OCC(=O)Nc1ccc(Br)cc1F | -6% | 16% | -1% | 2% | 24% | -2
33 | C[C@@H]1O[C@@H](O[C@H]2C[C@@H](O)[C@]3(CO)[C@@H]4C(CC[C@]3(O)C2)[C@@]2(O)CC[C@H](C3COC(=O)C3)[C@@]2(C)C[C@H]4O)[C@H](O)[C@H](O)[C@H]1O (some centres not stated) | -9% | . | ? | -5% | 1.8µM* | ?

# | A-T KAP1 phos | S-ASM inh | TCR act | Eya2 inh | TSG101-PTAP inh
25 | 20% | -1% | . | 1% | 2%
26 | 4% | 4% | 0% | 2% | -13%
27 | 3% | -4% | 5% | -3% | -1%
28 | 3% | 0% | 0% | 9% | -7%
29 | 1% | 1% | 5%[46.1 µM] | 8% | -2%
30 | 2% | 8% | 2% | -8% | -8%
31 | 0% | 4% | -7% | 7% | -3%
32 | 12% | 77%[activator] | 3% | 11% | 0%
33 | 24% | -3% | 4% | 15% | -2%

An excerpt; the hit share may differ from the screen's.
